# PKA-R2B act = activates the human PKA-R2B holoenzyme complex | P22694+P31323 | PKA-R2B holoenzyme dissociation, Cy5-IP20 fluorescence polarization; R2B truncated from residue 108, S112A mutant; 0% DMSO only, 100% 113 µM cGMP | activation, % at 11.4 µM | hit rate 0.079% among 340,000;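 active = activation above a cutoff set at the mean over all compounds plus 3 SD, cut at about 18% in these data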;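 note: higher means more holoenzyme dissociation and a rise in polarization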
# Target sequence (P31323 whole entry, looked up, other chains not shown, the tested form may be a part): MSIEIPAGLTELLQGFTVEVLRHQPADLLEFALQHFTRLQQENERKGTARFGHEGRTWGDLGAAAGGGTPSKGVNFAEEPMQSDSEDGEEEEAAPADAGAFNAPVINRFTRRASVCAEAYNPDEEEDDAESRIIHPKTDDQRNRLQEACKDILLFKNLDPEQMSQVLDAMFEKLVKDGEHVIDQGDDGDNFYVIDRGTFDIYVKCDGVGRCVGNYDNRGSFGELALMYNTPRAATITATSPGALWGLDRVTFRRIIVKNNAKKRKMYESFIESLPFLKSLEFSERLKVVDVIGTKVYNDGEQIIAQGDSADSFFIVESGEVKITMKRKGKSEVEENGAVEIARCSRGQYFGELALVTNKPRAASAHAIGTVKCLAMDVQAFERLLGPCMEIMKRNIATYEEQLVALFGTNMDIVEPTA
# SR-BI DiI inh = blocks mouse SR-BI lipid uptake from DiI-HDL | Q61009 | inhibition, % at 12.5 µM | ldlA[mSR-BI] CHO cells, DiI-HDL uptake fluorescence, 3 h | hit rate 0.96% among 320,000;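 active = mean replicate inhibition of at least 70% and a set share of replicates each scoring 70 or more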;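 note: 0% = median of neutral control wells and 100% = median of positive control wells; values of inactives mirror those of a sister screen read the other way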
# Keap1 Nrf2 FP = inhibitors of human Keap1-Nrf2 protein-protein interaction; Q14145; Keap1 Kelch-Nrf2 peptide fluorescence polarization, 1536-well; inhibition, % at 9.4 µM; hit rate 0.15% among 340,000; AID 504523; in the data active = inhibition above about 12%;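 note: human Keap1 Kelch domain with fluorescein labeled Nrf2 9mer peptide probe; 0% = neutral control wells and 100% = peptide positive control; higher means more block of Keap1 binding to Nrf2 peptide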
# LANA DNA inh = blocks KSHV LANA C-terminal domain binding to DNA. MBP-C-LANA/FAM-LBS DNA binding, fluorescence polarization. inhibition, % at 9 µM. hit rate 0.078% among 340,000. AID 504423;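 active = highest replicate inhibition at or above 60% at 9 µM, even if other replicates fall short; inactive = all replicates below 60% inhibition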;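 note: 0% = neutral control wells and 100% = 4 µM acridine orange control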
# Arrestin-AP2 inh = inhibitors of human beta-arrestin and AP2 interaction. FITC-arrestin peptide / GST-AP2 beads, flow cytometry; AP2 beta2 appendage carries R879A mutation. hit rate 0.31% among 340,000. AID 504490. inhibition, % at 10 µM;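 active = inhibition above a set limit, near 3 SD of compounds lacking own fluorescence, cut at about 54% in these data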;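 note: plate controls were DMSO wells for no effect and 5 µM unlabelled arrestin peptide for full effect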
#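 System: GST-AP2 R879A glutathione beads; medium: PBS, Tween 20 0.05%, BSA 0.1%; reagent: fluorescein-tagged arrestin peptide at 50 nM final; schedule: pre-incubation 12 min, peptide binding 1 h, room temperature; detection: flow cytometry, FL1 (488/535 nm); read-out: inhibition as reduced fluorescein signal on beads, percent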
# NSD2 inh = NSD2 (human) methyltransferase inhibition | NSD2 peptide methylation, AlphaScreen, 120 min | inhibition, % at 12.5 µM | hit rate 0.54% among 310,000; in the data active = inhibition above about 50%
# DAGLB inhibitor = diacylglycerol lipase beta (human) inhibition. Q8NCG7. HEK293T DAGLB membrane lysate, EnzChek fluorogenic substrate. inhibition, % at 5.17 µM. hit rate 0.059% among 340,000; in the data active = inhibition above about 34%;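 note: 0% = enzyme with vehicle and 100% = wells lacking enzyme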
# Target sequence (Q8NCG7 whole entry, looked up): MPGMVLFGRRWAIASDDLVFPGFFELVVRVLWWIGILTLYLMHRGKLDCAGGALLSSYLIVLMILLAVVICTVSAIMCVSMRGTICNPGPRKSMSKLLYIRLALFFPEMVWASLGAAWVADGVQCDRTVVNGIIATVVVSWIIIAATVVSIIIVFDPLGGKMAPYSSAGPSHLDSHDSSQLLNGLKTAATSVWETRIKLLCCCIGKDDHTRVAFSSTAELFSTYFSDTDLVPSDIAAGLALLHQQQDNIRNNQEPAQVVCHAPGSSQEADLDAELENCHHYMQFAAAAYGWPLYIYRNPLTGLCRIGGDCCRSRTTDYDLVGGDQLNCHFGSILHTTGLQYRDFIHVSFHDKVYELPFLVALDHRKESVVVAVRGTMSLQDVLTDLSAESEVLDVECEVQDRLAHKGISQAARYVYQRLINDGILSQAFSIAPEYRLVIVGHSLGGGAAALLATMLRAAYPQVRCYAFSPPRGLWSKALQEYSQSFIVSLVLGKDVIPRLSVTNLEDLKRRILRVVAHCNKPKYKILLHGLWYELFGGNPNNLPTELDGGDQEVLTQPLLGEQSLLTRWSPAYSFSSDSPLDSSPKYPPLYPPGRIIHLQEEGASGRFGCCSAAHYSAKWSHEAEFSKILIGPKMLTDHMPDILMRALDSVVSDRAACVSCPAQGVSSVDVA
# PvdQ inh = P. aeruginosa PvdQ acylase inhibition. purified PvdQ acylase, fluorescence plate reader. inhibition, % at 10 µM. hit rate 0.063% among 340,000; in the data active = inhibition above about 30%, passing the limit was not always enough;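 note: 0% = vehicle neutral wells and 100% = reference inhibitor wells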
# SR-BI uptake up = SR-BI HDL lipid transfer activation; CHO ldlA[mSR-BI] cells, DiI-HDL uptake fluorescence, 3 h; 100 = double the neutral-control signal; activation, % at 12.5 µM; hit rate 0.096% among 320,000;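 active = mean replicate activation of at least 60% and every replicate at or above 60%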;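 note: 0% = median plate neutral-control signal and 100% = twice that signal; values of inactives mirror those of a sister screen read the other way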
#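 Assay system: CHO ldlA[mSR-BI] cells, LDL receptor-null, SR-BI overexpressing; medium: Ham's F12 with 0.5% BSA, HEPES 25 mM, pH 7.4; also added: DiI-HDL 10 µg/mL; timing: 3 h uptake period with compound, 37 °C; signal: DiI fluorescence, bottom read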
# RTF Ca sens inh = cardiac RTF calcium desensitization; P19429+P45379; IANBD-labeled cardiac RTF, Ca2+ fluorescence; inhibition, % at 7.15 µM; hit rate 0.12% among 340,000; AID 493244;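 active = inhibition above the mean inhibition of all tested compounds plus 3 SD, cut at about 17% in these data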;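 note: assay run at fixed EC70 calcium of 1.6 mM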
# Numbers without * were called inactive; . = not tested or not shown.
SMILES,PKA-R2B act,SR-BI DiI inh,Keap1 Nrf2 FP,LANA DNA inh,Arrestin-AP2 inh,NSD2 inh,DAGLB inhibitor,PvdQ inh,SR-BI uptake up,RTF Ca sens inh
N#CCSc1nc(N)c(C#N)c(C2CCCCC2)c1C#N,-8,-7,-1,-1.8,8,.,-2,14,7,-1
Cc1cccc(NC(=O)C2CCN(S(=O)(=O)c3ccc4c(c3)NC(=O)CO4)CC2)c1,-1,13,1,0.5,-10,0,-1,-12,-13,-17
N#CCCn1cc(C(N)=O)c(-c2cccs2)n1,-7,5,1,0.6,6,0,2,-15,-5,-3
COc1ccc(CCNC(=O)c2ccc3nc(N4CCOCC4)sc3c2)cc1OC,10,17,1,0.4,23,.,-2,-2,-14,-7
CC(NS(=O)(=O)c1ccc(OCC(=O)N2CCCC2)cc1)c1ccccc1 (centres undefined),-4,.,1,0.4,14,-1,-1,-9,.,-8
Cc1ccc(/C=C/C(=O)Nc2cccc3ncccc23)o1,2,51,-16,-0.3,7,2,0,2,-51,-17
O=C(CNC(=O)c1ccccc1F)OCn1nnc2ccccc2c1=O,-9,-1,3,1.3,21,-1,1,1,1,-12
CCOC(=O)c1ccc(NC(=S)N(CCN2CCCCCC2)Cc2cccs2)cc1,-10,4,-4,-0.1,-4,0,-12,3,-4,14
COc1cccc(C2=Nc3cccc4cccc(c34)N2)c1,-2,8,0,2.4,12,4,10,-11,-8,-16
CCOc1ccc(CSC(=N)N)cc1Cl,5,-1,0,-1.3,-12,-1,-6,-1,1,-5
CCc1cc(=O)[nH]c(SCc2cccc3ccccc23)n1,1,-16,-1,-0.1,0,3,-2,3,16,0
COc1cc(SC)ccc1C(=O)Nc1ncc(Cl)cc1Cl,8,40,1,-0.2,2,-2,1,-3,-40,-8
O=C(NC1CC2CCCC(C1)N2Cc1ccccc1)C1CCCCC1 (centres undefined),4,-12,-1,1.0,35,-3,-1,2,12,-1
CC1(C)CC(=O)C=C(NC2CCCC(O)C2)C1 (centres undefined),2,-20,2,0.0,5,.,-1,23,20,-4
Nc1ccc(S(=O)(=O)NCC(=O)OCCOc2ccccc2)cc1[N+](=O)[O-],-2,8,-1,0.5,-5,4,1,-11,-8,-7
COc1ccc(CCNCc2csc3nc4ccccc4n23)cc1OC,7,-46,-4,-0.5,-2,-1,-1,-7,46,2
CC(=O)c1ccc(NC(=S)NCCc2ccc(S(N)(=O)=O)cc2)cc1,-1,17,-6,0.2,4,30,1,-8,-17,-4
CCOC(=O)CCP(=O)(O)C(O)(c1ccccc1)c1ccccc1,-2,-19,-1,-0.1,-4,-12,-1,-17,19,-7
CCCOc1cccc(C2C(C(=O)c3cccs3)=C(O)C(=O)N2CCN2CCOCC2)c1 (centres undefined),-7,-4,-3,1.7,-5,4,6,-12,4,-7
CCc1ccccc1NC(=O)N1CCC(NC(=O)C(Cc2ccc(OC)c(OC)c2)NC(C)=O)CC1 (centres undefined),-3,-9,-2,0.8,11,10,2,-8,9,-9
Cc1cccc2cc(CN(Cc3ccc(F)cc3)C(=O)N(C)C)c3nnnn3c12,4,0,-1,-0.4,5,.,-5,8,0,-10
COc1ccc(NC(=O)CC2C(=O)N(c3ccc(OC)cc3)C(=O)N2C(C)C)cc1 (centres undefined),-4,14,1,-1.1,-3,-3,-4,-15,-14,-7
CC(=O)c1ccc(OCC(C)C)c(CC(C(N)=O)C(N)=O)c1,-2,10,-4,0.0,-5,1,1,-1,-10,-6
Cc1cc(C)cc(-c2nc(-c3ccncc3)no2)c1,-22,-11,0,-1.3,5,.,-5,5,11,2
Cc1ccc(-c2noc(-c3cc4ccccc4oc3=O)n2)cc1,-1,.,5,-1.9,-6,9,-8,-14,.,12
CCOC(=O)C1CCCN(C(=O)CN2C(=O)c3ccccc3S2(=O)=O)C1 (centres undefined),7,-18,-5,0.6,-2,-3,0,-10,18,-13
Cc1ccccc1CNC(=O)/C=C\C(=O)O,-6,8,-2,1.4,5,-2,-3,2,-8,2
CCOc1ccccc1C1CC(=O)NC2=C1C(=O)CCC2 (centres undefined),8,4,4,-3.8,4,-3,-2,2,-4,-4
CCOC(=O)c1c(-c2cccc([N+](=O)[O-])c2)csc1NC(=O)CCCOc1ccccc1,-9,-9,2,2.0,13,1,-17,1,9,-6
CCOC(=O)/C(=C/C=C1\Sc2ccccc2N1CC)C(C)=O,-4,47,-59,-8.6,52,5,-42,18,-47,-220
COc1ccc(Oc2c(C)oc3c(CN4CCOCC4)c(O)ccc3c2=O)cc1,5,7,-4,0.4,-5,2,-3,-5,-7,5
Cc1ccc2nc(SCC(=O)NCC3CCCO3)c(C#N)cc2c1 (centres undefined),-6,27,-3,0.2,13,-1,-1,7,-27,-5
Cc1ccc(S(=O)(=O)N(C(=O)c2ccncc2)c2ccc(OC(=O)c3ccncc3)cc2)c(C)c1,3,-13,-3,1.7,0,1,3,-7,13,0
CCOCCCNC(=O)C1CCCN(S(=O)(=O)CC)C1 (centres undefined),2,-34,1,-1.7,-15,2,0,-10,34,-9
O=C1CC2C(=O)NCCN2C(=NC(=O)c2ccccc2)N1 (centres undefined),2,-27,-4,-2.0,6,-7,-2,-10,27,-9
CN1CCN(c2nc3c(c(=O)[nH]c(=O)n3C)n2CCCSc2nnnn2-c2ccccc2)CC1,-6,-15,-10,1.6,-8,-1,-1,-26,15,-2
COC(=O)c1cccc(NC(=O)c2cc(OC)c(OC)c(OC)c2Br)c1,17,19,0,0.6,-2,-5,-4,-7,-19,-13
CCN(CC)S(=O)(=O)c1ccc2c(c1)nc(SCC(N)=O)n2-c1ccc(OC)cc1,-1,18,-2,1.4,24,.,0,3,-18,6
COc1ccc2[nH]c(CN3CCN(CCC(C)C)C(CCO)C3)c(C)c2c1 (centres undefined),-1,-10,1,0.0,6,1,-3,-11,10,-7
CCn1nc(C)c(CN2CCC(C(=O)Nc3cccc(-c4cccc(F)c4)c3)CC2)c1C,13,26,2,-1.1,7,2,0,-11,-26,-12
O=C1NC2(CCCCCC2)Cc2ccccc21,-6,-35,0,1.2,30,2,-4,9,35,1
CC(C)(C)OC(=O)COc1cc(F)ccc1[N+](=O)[O-],-17,5,-4,1.2,-4,.,-4,-9,-5,-6
C[C@H](CO)N1C[C@H](C)[C@@H](CN(C)C(=O)Nc2ccc3c(c2)OCO3)Oc2c(NC(=O)Cc3ccccc3)cccc2C1=O,1,61,-4,0.9,-3,.,0,3,-61,4
Cc1ccc2nc(CNC(=O)C3CCC(=O)N(Cc4ccccc4F)C3)cn2c1 (centres undefined),6,-11,-4,0.8,43,-2,2,7,11,1
Oc1ccc(C[C@H]2CNCCN2CCc2cc(C(F)(F)F)cc(C(F)(F)F)c2)cc1,-5,-8,6,0.7,5,.,1,9,8,-32
CCC(Sc1ncccc1C(=O)OC(C)C)C(=O)N1CCOCC1 (centres undefined),-2,-6,3,1.5,1,-1,4,-2,6,-4
Cc1cc(C)c2c(N=NN3CCCCC3)[nH]nc2n1,1,-32,-2,1.8,22,17,0,2,32,-9
COC(=O)[C@]1(Cc2ccccc2)N[C@H](CN(C)S(=O)(=O)c2ccc(OC)cc2)[C@@H]2C(=O)N(C)C(=O)[C@@H]21,-3,-22,-2,-0.3,-3,.,-7,-3,22,1
Cc1noc(C)c1COc1ccc(C(=O)OCC(=O)Nc2cccc(S(=O)(=O)N3CCOCC3)c2)cc1,-5,36,2,-0.8,2,1,-2,-7,-36,-32
CCN1CCN(CCNC(=O)CCCCCn2c(=O)[nH]c3cc(C(=O)OC)ccc3c2=O)CC1,-10,-27,-6,-1.6,4,3,2,-10,27,-8
O=C(O)/C(=C\c1cccc(O)c1)c1ccc(S(=O)(=O)N2CCCC2)s1,1,-17,-1,3.4,-10,-2,2,-10,17,-3
C[n+]1c2n(c3ccccc31)N=C(c1ccc(-c3ccccc3)cc1)CS2,1,13,-1,-4.9,-2,23,-1,-7,-13,0
CC(C)NC(=O)c1cc2n(n1)C(C(F)(F)F)CC(c1ccco1)N2 (centres undefined),1,14,2,-0.2,36,-2,1,0,-14,5
O=C(CSc1cccc(C(F)(F)F)c1)Nc1ccc(Cl)cc1Cl,-6,1,-9,-0.3,-1,-1,-10,-10,-1,-4
COc1ccc(C(=O)OCC(=O)NC(=O)Nc2ccccc2F)c(OC)c1,-9,35,-5,0.3,7,-1,-11,-1,-35,-3
COc1ccccc1N1C(=O)c2ccccc2NC1c1ccncc1 (centres undefined),-7,16,-3,0.1,3,0,-2,-15,-16,-2
COc1ccc(NC(C)=O)cc1S(=O)(=O)NCCc1ccccn1,0,-13,-1,-0.8,1,-1,2,-8,13,-1
CC(C)(C)C(=O)N1N=C(c2cccc(NS(C)(=O)=O)c2)CC1c1cccs1 (centres undefined),4,-18,5,0.7,-7,-3,1,-18,18,-4
NC(=O)C1CC12c1ccccc1-c1ccccc12 (centres undefined),-8,-2,-2,-1.3,36,-3,-4,-2,2,-1
O=C(COc1ccc(Br)cc1)N1CCOCC1,-4,9,-5,1.8,7,-8,-2,-14,-9,-5

# Further compounds
SMILES,PKA-R2B act,SR-BI DiI inh,Keap1 Nrf2 FP,LANA DNA inh,Arrestin-AP2 inh,NSD2 inh,DAGLB inhibitor,PvdQ inh,SR-BI uptake up,RTF Ca sens inh
CCOC(=O)CCC(=O)Nc1cccc([N+](=O)[O-])c1,-9,-3,-3,1.2,-15,-4,2,-15,3,-17
C=C(C)[C@@H](O)COc1c2ccoc2cc2oc(=O)ccc12,1,8,-3,-0.5,6,.,-1,-8,-8,-3
COc1cccc(C2CC(C(F)(F)F)n3ncc(C(=O)O)c3N2)c1 (centres undefined),-6,.,-2,0.3,5,1,1,18,.,9
Cc1ccc(N)cc1O,3,-7,-6,-0.4,4,.,1,-5,7,-1

# Complete entries, looked up by structure.
# Shown for CCOC(=O)CCC(=O)Nc1cccc([N+](=O)[O-])c1 : PKA-R2B act: -9; SR-BI DiI inh: -3; Keap1 Nrf2 FP: -3; LANA DNA inh: 1.2; Arrestin-AP2 inh: -15; NSD2 inh: -4; DAGLB inhibitor: 2; PvdQ inh: -15; SR-BI uptake up: 3; RTF Ca sens inh: -17
# Shown for C=C(C)[C@@H](O)COc1c2ccoc2cc2oc(=O)ccc12 : PKA-R2B act: 1; SR-BI DiI inh: 8; Keap1 Nrf2 FP: -3; LANA DNA inh: -0.5; Arrestin-AP2 inh: 6; NSD2 inh: .; DAGLB inhibitor: -1; PvdQ inh: -8; SR-BI uptake up: -8; RTF Ca sens inh: -3

# Screens from PubChem BioAssay.
